Bioassay records (PubChem)
Xi reactivation = activators of X-chromosome reactivation in mouse fibroblasts; XiGFP mouse fibroblasts, % GFP-positive cells imaging, 3 d; cells co-treated with 5-aza-dC sensitizer; scaled so ellipticine positive control = 100%; activation, % at 7.58 µM; 0.055% of 360,000 active;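 active means mean normalized replicate activation at least 10% and every replicate at or above 10%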;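 further: 0% = median of on-plate neutral control wells and 100% = ellipticine 6 µM median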
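Material: SV40-immortalized XiGFP fibroblast cells, line 68-5-11 | Buffer or medium: DMEM containing 5-aza-dC | Dosing: One concentration, pinned | Times: 3 d treatment, 15 min room-temperature fixation | Controls: Ellipticine 6 µM positive control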
INS-1E GSIS act = primary screen for activators of insulin secretion dependent on glucose, INS-1E cells, GLuc reporter luminescence; activation, % at 16.6 µM; AID 743287; INS-1E GLuc reporter insulin secretion, 2-3 h; 0.61% of 370,000 active;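 active means lowest replicate activation of at least 40%, so every replicate reaches that level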;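 further: 0% = median of neutral control wells and 100% = median of IBMX positive control wells; some compounds called inactive have numbers as strong as hits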
ARNT-TACC3 inh = disrupts binding between human ARNT and TACC3. Q9Y6A5. AlphaScreen His-ARNT PAS-B/GST-TACC3 binding, luminescence; TACC3 fragment carries E629A point mutation. inhibition, % at 9.99 µM. 0.66% of 390,000 active. AID 623870;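 active means mean inhibition of replicates at least 50% and at least half of replicates each reaching 50%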;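 further: 0% = complete ARNT plus TACC3 wells and 100% = ARNT alone without TACC3; many hits fall short of the cut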
Starred values were filed as active, the others as inactive. The list is partial, so the mix of outcomes need not match the whole.

Compound | Xi reactivation | INS-1E GSIS act | ARNT-TACC3 inh
Cc1ccc(C(=O)N/C(=C\c2cccs2)C(=O)NCC2CCCO2)cc1C (stereo unspecified) | 0.0 | 18 | -26
Cc1cc(NC(=O)/C=C/c2ccc(Br)cc2)no1 | -0.4 | -1 | -23
Cc1ccc(NC(=O)CSc2nc(C)c(C)c(C)n2)c([N+](=O)[O-])c1 | -0.1 | 15 | 5
COCCOC(=O)N/C=C\c1nc2ccccc2c(=O)[nH]1 | 0.3 | 9 | 0
COc1ccc(-n2nc([N+](=O)[O-])c(=NCCc3ccc(C)cc3)n2O)cc1 | 0.0 | 16 | 2
COc1ccc2c(c1)nc(NCCO)n2C | 0.0 | 4 | -3
Cc1cc(C)c(C#N)c(SCc2c(F)cccc2[N+](=O)[O-])n1 | 0.0 | 13 | -4
CCOC(=O)C1=NN(C(C)=O)C2(CC(=O)N(c3ccc(C)c(C)c3)C2=O)C1 (stereo unspecified) | 0.2 | -6 | -2
CCOc1ccc(OCCn2ccnc2)cc1 | 0.0 | 19 | -8
Cc1cccc(NC(=O)c2cc3c([nH]c4ccccc43)c(C)n2)c1C | -0.1 | 27 | -4
Cc1ccc(OCCNc2ccc(C(F)(F)F)cc2[N+](=O)[O-])cc1 | -0.1 | 17 | -2
CCOc1nc(-c2ccc(Cl)cc2)nc2ccccc12 | 0.0 | 3 | -56
CC1CCN(S(=O)(=O)c2ccc(C(=O)Nc3ccccc3-c3nc4ccccc4[nH]3)cc2)CC1 | 0.0 | -9 | -1
N=c1c2c(ncn1Cc1ccco1)Oc1c(ccc3ccccc13)C2c1ccccc1 (stereo unspecified) | 0.1 | -21 | -5
CC(C)CCNCC1OCc2ccccc2CO1 | -0.1 | 5 | 11
CCOc1ccc2nc(SCC(=O)N3c4ccccc4Sc4ccccc43)sc2c1 | 0.0 | -15 | -37
O=C(CO/N=C/c1ccc(OC(F)F)cc1)N1CCc2ccccc21 | 0.1 | 62 | -4
CC1Cc2ccccc2N1CC(=O)NCc1ccc2c(c1)OCO2 (stereo unspecified) | -0.1 | 12 | 10
CCn1cc(/C=C/C(=O)Nc2c(C)nn(Cc3ccccc3C)c2C)cn1 | 0.0 | 27 | -6
Cc1ccc(NC(=O)CN2C(=O)N/C(=C/c3ccc(N4CCOCC4)cc3)C2=O)cc1 | -0.1 | 22 | -7
COc1ccc(-n2c(C)nc3c(cnn3-c3ccc(C)cc3)c2=O)cc1 | 0.0 | -12 | 19
CCOC(=O)C(=NC(C)(C)C)NNc1cc(Cl)ccc1Cl | 0.1 | -34 | 5
O=C(CN1CCSC1=NCc1ccccc1)c1ccc(Cl)c(Cl)c1 | 0.0 | -23 | 3
CC(C)[C@H](NS(=O)(=O)c1ccccc1)C(=O)OCC(=O)Nc1ccc2c(c1)OCO2 | 0.0 | -3 | 11
CCCCNC(=S)N(C)/N=C/c1c(C)[nH]c2ccccc12 | 0.1 | -24 | 1

Compound | Xi reactivation | INS-1E GSIS act | ARNT-TACC3 inh
Cc1c(NC(=S)Nc2ccccc2C(F)(F)F)cccc1[N+](=O)[O-] | 0.1 | 12 | -5
CCOC(=O)c1c(-c2ccccc2)csc1NC(=O)/C(C#N)=C/c1ccc(O)c(OC)c1 | 0.5 | -39 | -1
Nc1ccc2nc(-c3cccnc3)[nH]c2c1 | 0.1 | -1 | -59
CN(C)S(=O)(=O)c1cc(NC(=O)CSc2nn(-c3ccc(Cl)cc3)c(=S)s2)ccc1Cl | 0.0 | -23 | -3
CN(c1ccccc1)S(=O)(=O)c1cccc(NC(=O)Nc2ccc(Cl)cc2C#N)c1 | 0.0 | -14 | 6
CC(C)(C)C1CCC(=NNC(=O)c2ccccc2-n2cccc2)CC1 (stereo unspecified) | 0.0 | 1 | -2
Cc1cc(Cl)ccc1OCC(=O)N1CCCN(C(=O)COc2ccc(Cl)cc2C)CC1 | -0.1 | -38 | 1
CC(C)CC(NC(=O)c1ccc(Cl)cc1)C(=O)OCc1cc([N+](=O)[O-])cc2c1OCOC2 (stereo unspecified) | -0.1 | -12 | -7
CC(OC(=O)CCN1C(=O)c2cccc([N+](=O)[O-])c2C1=O)C(=O)Nc1cc(Cl)cc(Cl)c1 (stereo unspecified) | -0.4 | -11 | -1
Cc1cccc(Nc2nnc(SCC(=O)NCc3cccs3)s2)c1C | -0.1 | -10 | 5
COc1cc(Br)c(CCNC(=O)Cc2ccccc2)cc1OC | 0.4 | 29 | -8
Cc1nn(-c2ccccc2)c(C)c1C(=O)NCc1ccc(F)cc1 | -0.1 | 3 | -2
C/C(=N/NC(=O)Cc1cc(=O)[nH][nH]1)c1ccc([N+](=O)[O-])cc1 | 0.0 | 1 | -4
CC(C)CN=Cc1c(O)c([N+](=O)[O-])cc2oc3c(c12)CCCC3 | 0.0 | -24 | 4
CCOc1ccc(NC(=S)N2CCC(N(C)CCN3CCOCC3)CC2)cc1 | -0.1 | -3 | -3
CCCCn1c(SCc2nc(N)nc(N3CCCCC3)n2)nc2c1c(=O)n(C)c(=O)n2C | 0.1 | 8 | -3
O=S(=O)(/C=C/c1ccccc1)NC1CCCCCCC1 | -0.1 | -21 | -4
Cc1ccc(-n2nnnc2-c2nc3ccccc3s2)cc1 | 0.3 | 30 | -1
Cc1nnsc1C(=O)N/N=C/c1ccc2ccccc2c1O | 0.5 | -4 | 8
COc1ccc(-n2c(C)cc(C(=O)Cn3nc(C(=O)O)c4ccccc4c3=O)c2C)cc1 | 0.0 | -7 | 27
COc1ccc(-c2ccccc2)cc1NCc1ccc(OC)c(OC)c1 | -0.1 | 19 | -3
C=CCNC(=S)Nc1cc(Cl)ccc1OC | 0.1 | 24 | -3
Cc1ccc(C(C)C)c(OCC(=O)NNC(=O)C(C(C)C)N2C(=O)c3ccccc3C2=O)c1 (stereo unspecified) | 0.0 | -13 | -4
CCCNCc1cc(OC)c(OCC(=O)NCCc2ccccc2)cc1Br | 0.1 | 18 | -3
COc1ccc(/C=C/C(=O)NCCCc2ccccc2)cc1 | -0.1 | 8 | 5

Compound | Xi reactivation | INS-1E GSIS act | ARNT-TACC3 inh
Cc1ccc(C)c(NC(=S)N(C)CCc2ccccn2)c1 | 0.0 | 12 | -1
OCCNCc1cc(Br)ccc1OCc1ccccc1Cl | 0.0 | -6 | 2
CC(=O)c1c(C(C)=O)c(C)n(-c2cccc([N+](=O)[O-])c2)c1C | 0.0 | 21 | -5
Cc1[nH]c2ccccc2c1C(=O)COC(=O)CCS(=O)(=O)c1ccccc1Cl | 0.0 | 2 | 15
COc1ccc(-c2nc3ccc([N+](=O)[O-])cc3o2)cc1 | 0.0 | -4 | -8
COc1ccccc1C(=O)NCC(=O)OCc1ccc(Br)cc1 | 0.2 | -14 | -5
C(=N\Nc1nnnn1-c1ccccc1)/c1ccncc1 | 0.0 | -12 | -37
O=C(N=NC(=O)c1ccco1)c1ccc2c(O)n(N3C(=O)c4ccccc4C3=O)c(O)c2c1 | 0.1 | -3 | -4
COCc1cc(/C=N\NC(=O)c2ccc(Cl)cc2)ccc1OC | 0.0 | 9 | -1
COc1cccc(/C=N/NC(=O)C(=O)NCc2ccco2)c1OC | 0.4 | -12 | -4
O=C(O)CSC1=NC(=Nc2ccc(Cl)cc2)C2(CCCCC2)N1c1cccc(C(=O)O)c1 | 0.0 | 11 | -5
N#C/C(=C/c1cccc([N+](=O)[O-])c1)c1nnc2n1CCCCC2 | 0.5 | -18 | -9
O=C(O)CSC1=NC(=Nc2cccc(Cl)c2)C2(CCCCC2)N1c1ccccc1 | 0.1 | 8 | -3
Cc1cccc(N/N=C(\C(N)=O)C2=NC(C)(C)Cc3ccccc32)c1 | 0.5 | -8 | 22
CCOc1ccc(NC(=S)N2CCC(N(C)CC3CCCO3)CC2)cc1 (stereo unspecified) | -0.2 | 8 | -1
CC1=C(C(=O)N2CCOCC2)C(c2cccc3ccccc23)NC(=S)N1 (stereo unspecified) | 0.3 | -1 | -4
COCCNC(=O)c1cccc(NS(=O)(=O)c2cccc3cccnc23)c1 | 0.2 | 5 | -6
CCOC(=O)NC(NC(=S)Nc1ccccc1OC)C(Cl)(Cl)Cl (stereo unspecified) | 0.1 | 5 | 11
CCCNS(=O)(=O)c1ccc(N2CCCC2=O)c([N+](=O)[O-])c1 | 9.8 | 80 | -2
Cc1ccc(-c2nn(-c3ccccc3)cc2/C=C(\C#N)C(=O)NCc2ccccc2)cc1 | 0.3 | 20 | 3
CCC(Oc1ccccc1)C(=O)NCc1ccc(S(N)(=O)=O)cc1 (stereo unspecified) | 0.1 | 2 | 6
Cc1cc(-c2n[nH]c(=S)n2/N=C/C(Br)=C/c2ccccc2)n[nH]1 | 2.4 | -18 | 1
O=C(CCN1C(=O)c2ccccc2C1=O)NNC(=O)c1ccc(Cl)cc1Cl | 0.0 | 11 | 0
O=C(Nc1ccc(S(=O)(=O)N2CCCC2)cc1)c1ccc2c(=O)n3c(nc2c1)CCCCC3 | 0.2 | -2 | -18
O=[N+]([O-])c1cccc(S(=O)(=O)N2CCCC2)c1 | 0.1 | 6 | -22

Three records drawn at random from the list so far:
Compound | Xi reactivation | INS-1E GSIS act | ARNT-TACC3 inh
CC(=O)c1c(C(C)=O)c(C)n(-c2cccc([N+](=O)[O-])c2)c1C | 0.0 | 21 | -5
COc1ccccc1C(=O)NCC(=O)OCc1ccc(Br)cc1 | 0.2 | -14 | -5
Cc1cc(-c2n[nH]c(=S)n2/N=C/C(Br)=C/c2ccccc2)n[nH]1 | 2.4 | -18 | 1

Back to the main list, repeating the 4 entries before the break.
Compound | Xi reactivation | INS-1E GSIS act | ARNT-TACC3 inh
Cc1cc(-c2n[nH]c(=S)n2/N=C/C(Br)=C/c2ccccc2)n[nH]1 | 2.4 | -18 | 1
O=C(CCN1C(=O)c2ccccc2C1=O)NNC(=O)c1ccc(Cl)cc1Cl | 0.0 | 11 | 0
O=C(Nc1ccc(S(=O)(=O)N2CCCC2)cc1)c1ccc2c(=O)n3c(nc2c1)CCCCC3 | 0.2 | -2 | -18
O=[N+]([O-])c1cccc(S(=O)(=O)N2CCCC2)c1 | 0.1 | 6 | -22
O=C(COC(=O)c1ccc(Br)cc1)NCCc1ccccc1 | -0.1 | 12 | -2
CCn1cc(CNC(=O)c2cc(-c3cc(OC)ccc3OC)nc3ccccc23)c(C)n1 | 0.4 | 14 | -4
O=C(C1=NN[C@@H]2C(=O)N(c3cccc(C(F)(F)F)c3)C(=O)[C@H]12)c1ccc2ccccc2n1 | 0.0 | -18 | -2
O=C(NNC(=O)C1CCCO1)c1ccc(Br)cc1 (stereo unspecified) | 0.0 | 5 | -11
O=C(/C=C/c1ccccc1[N+](=O)[O-])NCC1CCCO1 (stereo unspecified) | 0.2 | 20 | -5
O=C(/C=C/c1cccc([N+](=O)[O-])c1)NCCc1ccc(F)cc1 | 1.0 | -26 | -7
Cc1ccc2c(C)nc(SC(C(=O)c3ccccc3)c3ccccc3)nc2c1 (stereo unspecified) | 0.0 | 4 | 4
O=[N+]([O-])c1ccc(/C=N/NC(=S)Nc2ccccc2)o1 | 0.4 | 1 | 6
CCNS(=O)(=O)c1ccc(NC(=S)NCc2ccco2)cc1 | 0.1 | -2 | 2
O=C(CN1C2=NCCCN2c2ccccc21)c1cccc(Br)c1 | 0.4 | 3 | -7
O=C(Nc1ccc(F)cc1F)c1cc2ncc(CCCl)cn2n1 | 0.3 | 13 | -9
Cc1cc(C(=O)OCC(=O)Nc2nnc(C(C)C)s2)c2ccccc2n1 | 0.1 | -21 | 0
CC(=O)c1ccc(NC(=O)c2ccc3c(Cl)c4c(nc3c2)CCCC4)cc1 | 0.2 | 10 | -16
COc1ccc(/C=N\NC(=O)c2c(C)nc3ccc(Br)cn23)cc1 | 1.3 | 15 | 31
COc1ccc(/C=C/C(=O)N2CCC(c3ccccc3)C2)cc1 (stereo unspecified) | 0.0 | -14 | -34
CCOC(=O)CSc1nc2sc(C)c(C)c2c(=O)n1N | 0.0 | 27 | 34
Cc1ccc(CNC(=O)C(=O)NCC(c2ccco2)N2CCOCC2)cc1 (stereo unspecified) | 0.4 | 10 | -4
C[n+]1ccccc1N1CCN(c2ccccc2Cl)CC1 | 0.3 | -1 | -1
Cn1nnnc1SCCNCc1cc(Cl)ccc1OCc1ccccc1 | 0.6 | -18 | 1
Cc1cccc(NC(=S)NCC(c2cccnc2)N(C)C)c1 (stereo unspecified) | 0.5 | 1 | -4
Cc1sc(NC(=O)c2ccccc2F)c(CN2CCCCC2)c1C | 0.2 | 25 | 6
CCCCC1S/C(=N/N=C/c2cccs2)NC1=O (stereo unspecified) | -0.1 | 6 | -1
CCc1nnc(NS(=O)(=O)c2ccc(N=Cc3c(C)[nH]n(-c4ccc(Cl)cc4)c3=O)cc2)s1 | 0.8 | -13 | 23
O=S(=O)(NCC1CCCO1)c1ccc(S(=O)(=O)N(Cc2ccccn2)C2CC2)cc1 (stereo unspecified) | 0.1 | 8 | -3
